DT40 TDP1 no CPT = qHTS for Inhibitors of human tyrosyl-DNA phosphodiesterase 1 (TDP1): qHTS in cells in absence of CPT | DT40 Tdp1-/- hTDP1 cells, no CPT, ATP luminescence, 48 h | Potency, µM (top dose mostly 46.2 µM), for inactives: at the top dose activity change, negative = growth inhibition, usual class: inhibitors | 15% of 420,000 active; also: nearly all actives have a fitted effect of over 55% in size
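Seeded 400 DT40-hTDP1 cells/well (vehicle DMSO, no 20 nM CPT); pinned compounds; ≥48 hr at 37 °C; CellTiter-Glo luminescence as viability measure.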
TDP1 block = blocks human tyrosyl-DNA phosphodiesterase 1. recombinant TDP1, AlphaScreen DNA substrate cleavage. Potency, µM (highest dose often 130 µM), without a hit: top-dose activity change, negative = inhibition, most hits filed as inhibitors. AID 485290. 0.28% of 350,000 active; also: nearly all actives have a fitted effect of over 40% in size
Target sequence (Q9NUW8 whole entry, looked up): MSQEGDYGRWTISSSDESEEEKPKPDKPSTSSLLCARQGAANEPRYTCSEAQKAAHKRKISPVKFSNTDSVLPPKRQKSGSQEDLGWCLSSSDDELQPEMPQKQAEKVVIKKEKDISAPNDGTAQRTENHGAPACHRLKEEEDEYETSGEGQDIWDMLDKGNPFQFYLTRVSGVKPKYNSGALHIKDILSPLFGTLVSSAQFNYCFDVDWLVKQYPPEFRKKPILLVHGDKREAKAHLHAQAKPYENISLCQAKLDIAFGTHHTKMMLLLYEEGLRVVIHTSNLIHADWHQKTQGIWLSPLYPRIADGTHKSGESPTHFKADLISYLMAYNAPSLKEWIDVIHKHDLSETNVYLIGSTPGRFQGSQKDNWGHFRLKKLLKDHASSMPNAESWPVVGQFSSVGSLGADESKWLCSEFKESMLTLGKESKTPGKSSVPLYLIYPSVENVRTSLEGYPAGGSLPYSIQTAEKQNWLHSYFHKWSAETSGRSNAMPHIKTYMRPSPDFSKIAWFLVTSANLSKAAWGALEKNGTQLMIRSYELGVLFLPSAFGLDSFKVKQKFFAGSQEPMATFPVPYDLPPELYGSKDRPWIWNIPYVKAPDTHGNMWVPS
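Enzyme-compound mixtures sat 15 min at room temperature, followed by a 5 min reaction with 15 nM final substrate and 10 min with AlphaScreen beads. Recombinant human Tdp1 was used at 1 nM final.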
DT40 TDP1 CPT = DT40-hTDP1 cell growth loss with CPT. chicken DT40 Tdp1-/-;hTDP1 cells + 20 nM CPT, ATP luminescence, 48 h. Potency, µM (highest dose often 46.2 µM), for the others: top-dose activity change, negative = growth inhibition, most hits filed as inhibitors. 12% of 420,000 active. AID 686979; also: nearly all actives have a fitted effect of over 55% in size
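Chicken DT40 Tdp1-/- cells stably complemented with human TDP1 were seeded at 400 cells/well in medium containing 20 nM camptothecin, exposed to pin-transferred compounds, and grown at 37 °C for at least 48 hr. Viability was read as ATP luminescence.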
Numbers without * were called inactive; ? = inconclusive; / = no result given; [ ] = another dose, or the depositor's remark. Calls follow the shape of the dose curve; as a rule, active = well fitted curve in the direction sought with a large enough effect; inconclusive = small, poorly fitted or top-dose-only effect, or another doubt; inactive = no such curve, though single readings can be large; an effect the other way counts as inactive or inconclusive. % is scaled to controls: 0 for no effect and ±100 for the full control effect; potency is read from the fitted curve at half-maximal effect.

SMILES	DT40 TDP1 no CPT	TDP1 block	DT40 TDP1 CPT
COc1cc(OC)c2c(-c3cccc(-c4ccc(N(C)C)cc4)c3)cc(=O)oc2c1	1.16µM*	5.6%[56.1 µM]	1.84µM*
COC(=O)c1scc(-c2ccc(C)cc2)c1S(=O)(=O)Nc1cc(Cl)ccc1C	?	9.7%	?
O=[N+]([O-])c1ccc(N2CCOCC2)cn1	-8.8%	2.6%	-13.9%
CCSc1nsc(NC(=O)Nc2cccc(OC)c2)n1	?	/	?
COc1ccc(C2CC(c3ccccc3)=NN2C(=O)c2ccc(Cl)c([N+](=O)[O-])c2)cc1 (stereo not given)	?	3.0%	?
COc1ccc(C2NCCO2)cc1OC (stereo not given)	5.5%	1.0%	-1.7%
CCn1cc(C(=O)N(C)CC(OC)OC)c(=O)c2cc(S(=O)(=O)N3CCOCC3)ccc21	1.7%	1.7%	0.9%
COc1ccc(NC(=O)CCS(=O)(=O)c2nc(-c3ccc4c(c3)OCO4)cc(C(F)(F)F)n2)cc1	7.31µM*	8.8%	6.51µM*
CCOC(=O)c1cc(-c2ccncc2)nc2c1c(C)nn2C	18.4µM*	-4.0%	?
O=C(COC(=O)c1ccccc1Br)NCc1ccccc1	-11.4%	-2.2%	-2.3%
Cc1cc(C)c(S(C)(=O)=O)c(Sc2ccc(Cl)cc2)n1	?	2.0%	-8.0%
COC(=O)Cc1c(C)c2c(O)cc(C)cc2oc1=O	-12.8%	1.0%	-1.0%
Cn1c(-c2ccc(Br)cc2)cnc1NCc1cccnc1	-11.6%	3.8%	-13.9%
CS(=O)(=O)N(CC(=O)N1CCC(C(N)=O)CC1)c1cc(C(F)(F)F)ccc1Cl	-3.5%	5.1%	-0.4%
Oc1ccc(/C=N/Nc2ncnc3nc[nH]c23)cc1	-9.7%	/	6.8%
COc1ccc(-c2csc(NC(=O)CSc3nc(C)nc4sc(C(=O)O)c(C)c34)n2)cc1	-23.0%	-8.6%	-22.3%
CCC1SC2=NC(C)=C(C(=O)OC)C(c3cccs3)N2C1=O (stereo not given)	-13.6%	2.1%	-19.1%
Cc1c(/C=C/C(=O)c2ccc(O)cc2)cnn1C	?	3.2%	-16.4%
CC(=O)c1ccc(NS(=O)(=O)c2ccc3[nH]c4c(c3c2)CCCCCC4)cc1	?	7.7%	?
CCc1ccc(C2Sc3ccccc3NC3=C2C(=O)c2ccccc23)cc1 (stereo not given)	?	11.6%	16.4µM*

Single entries from the entries so far:
For DT40 TDP1 CPT, CCc1ccc(C2Sc3ccccc3NC3=C2C(=O)c2ccccc23)cc1 (stereo not given) is entered as 16.4µM*
For TDP1 block, COc1cc(OC)c2c(-c3cccc(-c4ccc(N(C)C)cc4)c3)cc(=O)oc2c1 is entered as 5.6%[56.1 µM]
For DT40 TDP1 CPT, COc1ccc(C2NCCO2)cc1OC (stereo not given) is entered as -1.7%
For DT40 TDP1 no CPT, CS(=O)(=O)N(CC(=O)N1CCC(C(N)=O)CC1)c1cc(C(F)(F)F)ccc1Cl is entered as -3.5%

Later entries.
SMILES	DT40 TDP1 no CPT	TDP1 block	DT40 TDP1 CPT
CCCc1c(-c2cccc(Br)c2)ncn1Cc1ccccc1OC	20.6µM*	/	?
O=C(O)c1ccccc1CSc1nc2ccccc2o1	-4.7%	3.1%	0.9%
CSc1ccc(CN2CCN(Cc3ccccc3)C(CCO)C2)cc1 (stereo not given)	?	5.4%	-21.7%
CCCCc1ccc(S(=O)(=O)NC(=O)C2(C)CCN2C(=O)c2cccc(F)c2)cc1 (stereo not given)	-5.3%	/	-11.8%
COc1cc(-c2nc(C)cnc2C)cc2c1OCCN(C(=O)Cc1cc(OC)c(OC)c(OC)c1)C2	-5.3%	/	9.2%[9.04 µM]
CCOCCCNC(=O)C(c1ccccc1)N(Cc1cccs1)C(=O)c1ccc(NC(C)=O)cc1 (stereo not given)	16.4µM*	0.0%	?
Cc1nn2c(=O)cc(COC(=O)c3ccccc3NC(=O)COc3ccccc3C)nc2s1	-1.1%	-6.2%	-0.7%
Cc1ccc(S(=O)(=O)N(CCO)Cc2ccccc2)cc1	1.2%	/	13.4%
CCC(=O)Nc1ccc(S(=O)(=O)Nc2cccnc2)cc1	-8.6%	2.2%	-6.8%
Cc1cccc(Nc2ncnc3ccccc23)c1	?	1.0%	-25.9%
Cc1nc2ccc(S(=O)(=O)NCC(=O)N(C)Cc3ccco3)cc2s1	-20.8%	8.2%	-29.6%
Cc1cc(C)c(NS(=O)(=O)c2ccccc2)c(C)c1	?	/	7.3%
O=C(Nc1ccccc1Oc1ccsc1C(=O)O)c1ccccc1F	-13.0%	/	3.9%
COc1ccccc1NC(=O)N(Cc1ccco1)Cc1cc2cc(C)cc(C)c2[nH]c1=O	14.6µM*	7.4%	20.6µM*
COc1ccc(CNC(=S)NC2CCCC2)cc1	?	7.0%	?
COC(=O)CSc1nn(-c2ccc(F)cc2)c(=S)s1	7.9%	4.9%	-4.1%
CCCn1c(SCC(=O)c2c(C)[nH]c(C)c2C(=O)OCC)nc2ccccc21	?	4.5%	16.4µM*
CCN1CC(O)=C(c2nc3ccccc3s2)C1=N	?	2.3%	-16.0%
COc1cccc(-c2cnc(NCc3cc(Cl)ccc3O)n2C)c1	?	6.7%	?
CCCn1c(N2CCN(Cc3cccc(C)c3)CC2)nc2c1c(=O)[nH]c(=O)n2C	-28.4%	4.9%	-17.3%

Six of the compounds above, in CSV form.
canonical_smiles,DT40 TDP1 no CPT,TDP1 block,DT40 TDP1 CPT
Cc1nc2ccc(S(=O)(=O)NCC(=O)N(C)Cc3ccco3)cc2s1,-20.8%,8.2%,-29.6%
Cc1cc(C)c(NS(=O)(=O)c2ccccc2)c(C)c1,?,/,7.3%
O=C(Nc1ccccc1Oc1ccsc1C(=O)O)c1ccccc1F,-13.0%,/,3.9%
COc1ccccc1NC(=O)N(Cc1ccco1)Cc1cc2cc(C)cc(C)c2[nH]c1=O,14.6µM*,7.4%,20.6µM*
COc1ccc(CNC(=S)NC2CCCC2)cc1,?,7.0%,?
COC(=O)CSc1nn(-c2ccc(F)cc2)c(=S)s1,7.9%,4.9%,-4.1%

A draw from above in order of SMILES length, rising:
SMILES	DT40 TDP1 no CPT	TDP1 block	DT40 TDP1 CPT
CSc1ccc(CN2CCN(Cc3ccccc3)C(CCO)C2)cc1 (stereo not given)	?	5.4%	-21.7%
CCCn1c(N2CCN(Cc3cccc(C)c3)CC2)nc2c1c(=O)[nH]c(=O)n2C	-28.4%	4.9%	-17.3%
COc1ccccc1NC(=O)N(Cc1ccco1)Cc1cc2cc(C)cc(C)c2[nH]c1=O	14.6µM*	7.4%	20.6µM*

Next compounds
SMILES	DT40 TDP1 no CPT	TDP1 block	DT40 TDP1 CPT
CN1c2ccsc2C(O)=C(C(=O)Nc2ccccc2)S1(=O)=O	?	0.0%	?
CC1=C(C(=O)Nc2cccnc2)C(c2ccncc2)n2nnnc2N1 (stereo not given)	-0.9%	2.0%	4.8%
COc1ccccc1N1CCN(S(=O)(=O)CCNC(=O)CCc2ccccc2)CC1	16.4µM*	/	?
COc1ccc(/C=N/NS(=O)(=O)c2ccccc2)cc1OS(=O)(=O)c1ccc(C)cc1	18.4µM*	8.1%	?
O=C(/C=C/c1ccc(Cl)cc1)N1CCN(c2ccc(Cl)cc2[N+](=O)[O-])CC1	?	5.4%	?
O=[N+]([O-])C(=C1NCCN1)C(Cl)=C(Cl)Cl	?	-2.4%	?
Cc1ccc(CN(C)C(=O)CN2C(=O)NC(c3ccccc3)(c3ccccc3)C2=O)c(C)c1	16.4µM*	2.6%	?
O=Cc1cccn1-c1ncc(Br)cn1	0.1%	-2.9%	13.4%
CCn1cc(C(=O)N2CCCC2)c(=O)c2cc(S(=O)(=O)N(C)C)ccc21	-7.1%	0.0%	-2.3%
CN[C@H]1C[C@H]2c3[nH]c4ccccc4c3CCN2C(=O)[C@H]1[C@H](C)O	?	/	-3.3%
O=C(C1=COCCO1)N1CCN(S(=O)(=O)c2cccc(Br)c2)CC1	1.8%	1.5%[56.1 µM]	-20.7%
CCN1C(=O)[C@H]2[C@@H](c3ccc(C(F)(F)F)cc3)N[C@]3(CCCN(Cc4ccccc4)C3=O)[C@H]2C1=O	16.4µM*	/	20.6µM*
O=C1CC(C(=O)Nc2ccc(Cl)c(Cl)c2)S/C(=N\N=C\c2ccco2)N1 (stereo not given)	-13.5%	5.2%	2.7%
Cc1ccc(N2CN(Cc3cccnc3)CNC2=S)c(C)c1	2.1%	2.8%	11.9%
O=C(COC(=O)CC1CC2CCC1C2)Nc1ccc(Cl)c(S(=O)(=O)N2CCOCC2)c1 (stereo not given)	?	-2.6%	16.4µM*

Gathered by group, the compounds so far with a COOH group.
SMILES	DT40 TDP1 no CPT	TDP1 block	DT40 TDP1 CPT
COc1ccc(-c2csc(NC(=O)CSc3nc(C)nc4sc(C(=O)O)c(C)c34)n2)cc1	-23.0%	-8.6%	-22.3%
O=C(O)c1ccccc1CSc1nc2ccccc2o1	-4.7%	3.1%	0.9%
O=C(Nc1ccccc1Oc1ccsc1C(=O)O)c1ccccc1F	-13.0%	/	3.9%

High-throughput results as filed in PubChem BioAssay.

Rows are unselected. Share with any hit: about 18%.
